# GALK inhibitor: blocks human galactokinase activity; Potency, µM (series often up to 57.5 µM), without a hit: top-dose activity change, negative = inhibition, hits mostly inhibitors; P51570; Purified GALK, Kinase-Glo residual ATP luminescence; 270,000 compounds, 0.007% hits; also: potency is read from the fitted curve at half-maximal effect; % is scaled to controls: 0 for no effect and ±100 for the full control effect
#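 5 nM enzyme, 35 uM ATP, 100 uM galactose, 20 mM HEPES pH8.0, 5 mM MgCl2; 1 h RT; residual ATP by Kinase-Glo Plus luminescence, qHTS format.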
# Menin-MLL TR inh: inhibitors of human menin-MLL interaction, mutant MLL peptide; Menin + Texas Red MLL mutant peptide, fluorescence polarization; Potency, µM (top dose mostly 61.6 µM), without a hit: top-dose FP activity change, negative = inhibition, hits mostly inhibitors; 270,000 compounds, 0.23% hits; AID 1768; active = well fitted inhibition curve with a large enough effect in the polarisation, with a control signal flat, not every such curve was filed as active; inconclusive = small, poorly fitted or top-dose-only effect, or effect the other way, or a change in a side signal; inactive = no such curve, though single readings can be large or run the other way; the % refers to the polarisation; also: potency is read from the fitted curve at half-maximal effect; % of control where 0% means no effect; many of its hits are not listed in these tables
# MBNL1-CUG inh: blocks human MBNL1 binding to CUG repeat RNA | Q9NR56 | TR-FRET MBNL1-His/biotin-(CUG)12 binding, 665/545 ratio | Potency, µM (doses to about 57.5 µM), inactives show top-dose activity change, negative = inhibition, most hits filed as inhibitors | 280,000 compounds, 0.036% hits; active = well fitted inhibition curve with a large enough effect in the signal ratio, with a control signal flat, not every such curve was filed as active; inconclusive = small, poorly fitted or top-dose-only effect, or effect the other way, or a change in a side signal; inactive = no such curve, though single readings can be large or run the other way; the % refers to the signal ratio; also: potency is read from the fitted curve at half-maximal effect; % is scaled to controls: 0 for no effect and ±100 for the full control effect
#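 MBNL1-His + Biotin-(CUG)12, cpd titration 92 nM–58 uM; Tb anti-His Ab 0.055 ng/ul, SA-XL665 5 nM (final); 60 min RT; ratiometric 665/545 nm, Ex 340 nm; normalized to buffer and full-complex controls.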
# PKM2 activator: activators of human pyruvate kinase M2; 260,000 compounds, 0.34% hits; Potency, µM (series often up to 57.5 µM), without a hit: top-dose activation, most hits filed as activators; AID 1631; purified PKM2, Kinase-Glo ATP luminescence, activation; response scale: 0% is enzyme alone, no compound; P14618; also: potency is read from the fitted curve at half-maximal effect; % is scaled to controls: 0 for no effect and ±100 for the full control effect; nearly all actives have a fitted effect of over 55% in size
#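 hPK-M2, >95% pure; 0.1 mM ADP / 0.5 mM PEP final; imidazole pH7.2 buffer w/ 7 mM MgCl2, 50 mM KCl; 1 h RT; Kinase-Glo lum. Intermediate enzyme activity for dual inhibitor/activator qHTS.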
# Mito fusion yeast: inhibitors of mitochondrial division or activators of mitochondrial fusion; S. cerevisiae fusion-defective mutant growth rescue, CellTiterGlo 48 h; Potency, µM (doses to about 46.1 µM), without a hit: at the top dose growth rescue (activation), actives largely listed as activators; 320,000 compounds, 0.23% hits; AID 485298;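 also: potency is read from the fitted curve at half-maximal effect; % of control where 0% means no effect; nearly all actives have a fitted effect of over 45% in size; temperature-sensitive fusion mutants such as fzo1-1 at 37 °C on non-fermentable ethanol glycerol medium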
#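 Luminescent cell viability in 1536-well qHTS format served as the measure of rescued growth in ts fusion-mutant S. cerevisiae cultured on non-fermentable YPEG for 48 hours at 37C.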
# TSHR antag: human thyrotropin receptor antagonism; AID 504810; P16473; TSHR-expressing cells, TSH-stimulated cAMP HTRF, 2 h; hits give low values; activity change, negative = inhibition, % at 11.5 µM; 330,000 compounds, 0.2% hits;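 active = activity change below a set negative limit, meaning inhibition stronger than a set level, cut at about -70% in these data; inconclusive = activity change between two set negative limits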; also: % is scaled to controls: 0 for no effect and ±100 for the full control effect
#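 Inhibition of cAMP made by TSHR-expressing cells under TSH stimulation (4nM final, EC80; 2 h, 37 deg C) is quantified with a one-step lysis HTRF kit, anti-cAMP cryptate versus cAMP-d2.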
# Eya2 inh: blocks the phosphatase activity of human Eya2. 330,000 compounds, 0.006% hits. AID 488837. recombinant Eya2, OMFP fluorescence dephosphorylation (OMFP is methylfluorescein phosphate). O00167. Potency, µM (doses to about 76.9 µM), for the others: at the top dose activity, negative = inhibition, most hits filed as inhibitors; also: potency is read from the fitted curve at half-maximal effect; % is scaled to controls: 0 for no effect and ±100 for the full control effect
#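 Eya2 protein (added as 0.2 uM solution) was preincubated with compound for 10 min at ambient temperature in 50 mM HEPES pH 7.5, 50 mM NaCl, 5 uM MgCl2, 0.05% BSA, 1 mM DTT. OMFP (added at 50 uM) then reacted 10 min; fluorescence read at 485/525 nm.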
# KCNH2 WT inh: blocks the wildtype human KCNH2 potassium channel | Q12809 | U2OS, BacMam KCNH2, thallium flux FluxOr; hits give low values | activity change, % at 1.84 µM | 340,000 compounds, 0.37% hits;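 active = maximum activity change below -70%; inconclusive = maximum activity change between -70% and -50%; inactive = maximum activity change above -50%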; also: % is scaled to controls: 0 for no effect and ±100 for the full control effect
# Target sequence (Q12809 whole entry, looked up): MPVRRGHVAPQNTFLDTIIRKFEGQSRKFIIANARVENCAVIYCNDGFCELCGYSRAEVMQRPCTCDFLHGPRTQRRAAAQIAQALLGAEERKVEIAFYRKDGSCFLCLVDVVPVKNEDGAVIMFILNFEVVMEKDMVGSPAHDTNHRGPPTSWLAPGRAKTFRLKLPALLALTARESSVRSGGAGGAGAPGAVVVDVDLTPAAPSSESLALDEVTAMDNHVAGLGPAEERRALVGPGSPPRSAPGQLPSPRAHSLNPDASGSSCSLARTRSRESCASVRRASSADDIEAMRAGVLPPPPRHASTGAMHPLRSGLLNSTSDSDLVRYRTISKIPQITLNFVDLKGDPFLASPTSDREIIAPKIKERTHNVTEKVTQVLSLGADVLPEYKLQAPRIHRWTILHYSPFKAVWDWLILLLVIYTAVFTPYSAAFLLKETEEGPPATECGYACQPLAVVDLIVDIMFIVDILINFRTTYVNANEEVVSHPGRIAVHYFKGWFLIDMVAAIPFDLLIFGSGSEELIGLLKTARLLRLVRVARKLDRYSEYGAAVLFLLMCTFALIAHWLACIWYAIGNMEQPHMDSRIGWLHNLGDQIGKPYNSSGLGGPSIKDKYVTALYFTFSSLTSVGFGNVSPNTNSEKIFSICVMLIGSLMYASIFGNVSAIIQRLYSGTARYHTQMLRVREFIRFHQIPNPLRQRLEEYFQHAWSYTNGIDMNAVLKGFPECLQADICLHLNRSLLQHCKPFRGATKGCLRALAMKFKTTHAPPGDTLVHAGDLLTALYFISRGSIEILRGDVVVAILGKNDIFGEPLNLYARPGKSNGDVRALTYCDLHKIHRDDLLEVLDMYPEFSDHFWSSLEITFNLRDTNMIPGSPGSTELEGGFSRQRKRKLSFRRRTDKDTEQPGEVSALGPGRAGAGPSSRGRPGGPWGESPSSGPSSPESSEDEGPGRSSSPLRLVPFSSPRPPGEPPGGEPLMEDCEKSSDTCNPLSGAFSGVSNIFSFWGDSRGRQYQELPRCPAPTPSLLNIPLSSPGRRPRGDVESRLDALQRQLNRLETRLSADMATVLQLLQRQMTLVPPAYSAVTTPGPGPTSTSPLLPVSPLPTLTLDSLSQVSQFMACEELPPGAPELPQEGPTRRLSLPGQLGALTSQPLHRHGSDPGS
#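 U2OS cells transduced with wild-type KCNH2 virus are loaded with FluxOr dye for 45 min, and thallium flux is measured in kinetic reads before and after stimulation buffer. Rate constants are normalized to DMSO controls.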
# USP2a inh: USP2a (human) protease inhibition; 330,000 compounds, 0.01% hits; USP2 core, Ub-CHOP2 coupled fluorogenic reporter, 485/531; O75604; AID 463254; Potency, µM (top dose mostly 38.3 µM), inactives show at the top dose activity change, negative = inhibition, hits mostly inhibitors;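 also: potency is read from the fitted curve at half-maximal effect; plate controls were DMSO wells for no effect and full inhibition by NEM control for full effect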
#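 Deubiquitinase activity read as fluorescence (485/531 nm) after Ub-CHOP2 cleavage activates the enterokinase reporter on its substrate; USP2 core 10nM, Ub-CHOP2 and substrate 25nM each, 30min compound preincubation then 60min RT; data normalized to NEM, curves fitted.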
# ASM inhibitor: human S-ASM enzyme inhibition. 340,000 compounds, 0.006% hits. placental ASM, HMU-PC fluorogenic substrate, 60 min. Potency, µM (top dose mostly 57.5 µM), inactives show top-dose activity change, negative = inhibition, most hits filed as inhibitors; also: potency is read from the fitted curve at half-maximal effect
#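 qHTS format. ASM enzyme prepared from human placenta hydrolyses the fluorogenic substrate HMU-PC0 (9 uM final) over 60 min at 37 °C after a 10 min compound preincubation.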
# Chronic BCR inh: blocks chronic active B-cell receptor signaling. Potency, µM (titrated, usually from 46.1 µM), for inactives: at the highest dose ratio change, negative = lower green/red ratio, most hits filed as inhibitors. 340,000 compounds, 0.05% hits. ABC-DLBCL IkBa-CBG/CBR reporter, luminescence ratio, 4 h; active = well fitted inhibition curve with a large enough effect in the signal ratio, with a control signal flat, not every such curve was filed as active; inconclusive = small, poorly fitted or top-dose-only effect, or effect the other way, or a change in a side signal; the % refers to the signal ratio;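 also: potency is read from the fitted curve at half-maximal effect; plate controls were basal doxycycline-induced cells for no effect and cells given 10 µM MG132 for full effect; MG132 reads +100%, hits lower the ratio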
#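 Doxycycline induced both beetle luciferases in TMD8 lymphoma cells; IKK-driven degradation limits the IkappaBalpha-fused green signal, while red luminescence normalises for cell number and nonspecific effects. Compounds tested up to 46 uM, 4 hrs.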
# The depositor's hits bear a star; i = inactive; u = inconclusive; x = not tested or not shown; [ ] = another dose, or the depositor's remark. Unless noted, calls follow the shape of the dose curve; as a rule, active = well fitted curve in the direction sought with a large enough effect; inconclusive = small, poorly fitted or top-dose-only effect, or another doubt; inactive = no such curve, though single readings can be large; an effect the other way counts as inactive or inconclusive. An excerpt, so the mix of outcomes need not match the whole.
SMILES,GALK inhibitor,Menin-MLL TR inh,MBNL1-CUG inh,PKM2 activator,Mito fusion yeast,TSHR antag,Eya2 inh,KCNH2 WT inh,USP2a inh,ASM inhibitor,Chronic BCR inh
CC1CC(C)CN(c2nc(NCc3ccco3)nc(N)c2[N+](=O)[O-])C1 (stereo not drawn),1%,9%,-11%,-15%,u,11,-10%,-1,-4%,-15%,-1%
CCOCCCNC(=O)c1ccc(/C=C2\Oc3ccccc3N(C)C2=O)cc1,-2%,10%,15%,x,-3%,4,u,19,1%,420%[activator],-2%
Cn1cc(CC(=O)NCCCN2CCOCC2)c2ccccc21,1%,-3%,5%,5%,3%,4,1%,2,3%,2%,1%
COc1ccc(OC)c(-c2nnc(-c3ccc(C)o3)o2)c1,-4%,-17%,7%,4%,3%,-11,-21%,-11,0%,33%[activator],u
Cc1nc(C)c(C(=O)Nc2ccccc2-c2ccccc2)o1,0%,0%,0%,1%,2%,-8,-5%,4,1%,4%,10%
CCOc1ccc(C(CCc2ccccc2)NC(=O)c2ccccc2)cc1OCC (stereo not drawn),0%,x,4%,1%,-3%,15,-30%,3,0%,-6%,u
C/C(=N\NC(=O)Cc1ccc(Cl)cc1)c1cccc(NC(=O)c2cccnc2)c1,2%,x,-2%,x,-1%,7,-2%,-2,1%,1%,7%
Cc1ccc2cc(CCNC(=O)CC(C)(C)C)c(=O)[nH]c2c1C,-2%,4%,u,2%,0%,27,9%,3,-1%,0%,3%
O=C(NC(=S)Nc1ccc(Br)cn1)c1cccnc1,-1%,x,x,-7%,0%,8,-19%,-9,-1%,1%,u
O=C(NCCNc1ccc(Cl)cc1[N+](=O)[O-])c1ccccc1F,-3%,27%,u,0%[11.5 µM],2%,9,1%,-4,0%,-13%,-1%
O=C(Cn1c(=O)oc2cc(S(=O)(=O)N3CCCC3)ccc21)NCc1ccccn1,0%,0%,u,6%,-6%,4,1%,-7,2%,4%,5%
Cc1nc(C(=O)NCCC(C)C)sc1C1(C)CC(c2cccc([N+](=O)[O-])c2)=NO1 (stereo not drawn),-3%,x,u,-3%,18%,26,4%,-2,-2%,-10%,-2%
COc1ccc(/C=N\NC(=O)c2ccccc2Br)cc1COc1ccc(F)cc1,-2%,13%,6%,8%,-2%,-15,4%,-11,2%,-7%,u
Cc1cc(C(=O)NNC(=O)c2cccc([N+](=O)[O-])c2)n[nH]1,x,x,x,x,-3%,4,7%,-7,1%,1%,u
CSc1ccccc1NC(=O)Nc1cccc(Cl)c1C,-1%,7%,-4%,1%,-7%,-5,-11%,-5,2%,-4%,5%
Cc1cccc(NC(=O)CN(CC2CCCO2)C(=O)c2oc3ccccc3c2C)c1C (stereo not drawn),x,x,x,x,17%,0,15%,-5,0%,-1%,u
O=C(CSc1nnc(-c2ccc(Br)o2)n1Cc1ccccc1)c1ccccc1F,0%,u,6%,8%,7%,11,17%,-4,-4%,-6%,0%
COc1ccc2c(COC(=O)CC3Sc4ccccc4NC3=O)cc(=O)oc2c1 (stereo not drawn),-3%,u,17%,-3%,16%,-6,1%,6,-23%,-9%,-7%
COc1ccc(C2c3c(nc[nH]c3=O)Oc3nc[nH]c(=O)c32)cc1,x,8%,-12%,x,-6%,1,-11%,x,-6%,x,-1%
COc1cccc(-n2c(Cc3cc(=O)[nH]c(=O)[nH]3)nnc2SCC(=O)NC2CCCCC2)c1,3%,2%[11.7 µM],-6%,3%,-7%,4,19%,8,1%,1%,4%
CCOC(=O)CSc1nnc(-c2ccco2)n1-c1ccccc1,4%,0%,-3%,3%,-3%,2,6%,-24,u,1%,2%
O=C(NCCc1nnc2ccc(NCCCN3CCOCC3)nn12)c1ccccc1F,-2%,5%,-1%,x,-2%,2,2%,-7,3%,2%,-8%
Cc1ccc(NC(=O)c2ccc(CSc3nnc(-c4ccncc4)n3C)cc2)cc1,6%,x,2%,-1%,-1%,34,-3%,1,0%,3%,0%
CCCCC(=O)Nc1ccnc(-c2cccnc2)n1,-1%,-3%,-11%,-10%,3%,5,0%,-7,0%,1%,8%
CCn1cc(C(=O)NC(=S)Nc2ccccc2Br)cn1,1%,5%,1%,1%,-6%,0,-13%,-12,0%,0%,u
Cc1c(OC(C)C(=O)O)ccc2c3c(c(=O)oc12)CCCC3 (stereo not drawn),-2%,-11%,9%,x,0%,-9,-10%,10,0%,10%,0%
CCN(CC)C(=O)c1cc2c(=O)c3cc(F)ccc3oc2nc1C,0%,3%,u,-3%,3%,-1,-6%,-6,0%,0%,0%
CCN(CC)C(=O)C1CCCN(C(=O)c2oc3ccc(C)cc3c2C)C1 (stereo not drawn),-4%,x,3%,0%,5%,-12,6%,9,0%,-3%,0%
CC(C)(C)c1cc2cccnc2n1Cc1cccc(Cl)c1,0%,-10%,5%,6%,7%,10,-8%,3,5%,2%,u
COC(=O)c1sccc1NC(=O)c1ccc(C)s1,-4%,14%,248%[activator],21%,18%,-17,-1%,-6,-2%,-3%,-2%
CCc1cc(=O)oc2cc(OCC(=O)NCCN3CCOCC3)c(Cl)cc12,-2%,x,0%,x,0%,20,4%,-12,3%,6%,u
CC(C)OCCCNc1ncnc2c1[nH]c1ccc(F)cc12,-3%,-19%,-3%,-1%,-1%,-43,-8%,-3,2%,-2%,10%
COc1ccc(C2N(c3ccccn3)C(=O)C3CCCN32)c(OC)c1 (stereo not drawn),2%,-15%,10%,0%,-1%,-1,11%,-9,-4%,3%,-7%
Cc1sc2nc(CSc3ncn[nH]3)[nH]c(=O)c2c1C,-1%,0%,-3%,-1%,-5%,4,4%,-3,2%,4%,-1%
CC(C)Cc1nc(S(=O)(=O)c2ccc(Cl)cc2)c(N2CCOCC2)o1,-1%,-2%,-7%,-6%,-11%,3,5%,1,1%,1%,0%
O=C(Nc1ccc(C(=O)O)cc1)/C(=C\c1ccco1)NC(=O)c1ccccc1,5%,12%,6%,-1%,-6%,-1,11%,-1,3%,-3%,8%
O=C(O)c1ccc(/C=N/Nc2ccc(S(=O)(=O)N3CCCC3)cc2[N+](=O)[O-])cc1,4%,x,x,-1%,8%,-14,7%,-2,2%,-3%,4%
O=C(CC1SC(=NCc2ccccc2)NC1=O)Nc1ccccc1 (stereo not drawn),x,-7%,-3%[11.5 µM],-12%,x,12,-5%,-4,3%,-5%,u
CN(C)S(=O)(=O)n1ccnc1,2%,0%,-7%,4%,0%,4,2%,-2,4%,2%,-13%
CC(=O)c1ccc(OCC(O)CN2CCN(c3ccc(F)cc3)CC2)cc1 (stereo not drawn),-1%,-22%,-1%,x,-7%,3,2%,26,0%,-3%[11.5 µM],-1%
O=C(CCc1ccccc1)Nc1cc(C(F)(F)F)ccc1Cl,1%,15%,-5%,4%,5%,5,-8%,-15,-1%,-7%,u
CCOC(=O)N1CCC(NC(=O)c2ccc(CS(=O)(=O)c3ccccc3C)o2)CC1,2%,-1%,-3%,7%,-4%,14,-3%,11,-3%,-2%,0%
CCOC(=O)c1cnc(-c2ccccc2)nc1N1CCOCC1,8%,-7%,-9%,0%,1%,6,13%,-5,0%,2%,5%
CCc1ccc(NC(=O)C(=O)NCC2CCCN2S(=O)(=O)c2cccs2)cc1 (stereo not drawn),x,x,x,x,7%,-12,12%,-8,3%,-3%,u
CC(C)CCNC(=O)C1CCCN(S(=O)(=O)c2ccc3c(c2)CC(C)N3C(=O)C2CC2)C1 (stereo not drawn),-3%,-5%,-5%,0%[0.46 µM],u,3,-4%,16,3%,3%,0%
COc1ccccc1N(CC(=O)NCc1ccc(F)cc1)C(=O)CCC(=O)Nc1ccccn1,0%,-7%,-10%,5%,-4%,-7,2%,i,4%,7%,-8%
